PHOSPHO1 inh – PubChem AID 1565; Phosphoethanolamine/phosphocholine phosphatase (Homo sapiens), Q8TCT1; recombinant PHOSPHO1, absorbance phosphatase assay; inhibition, % at 13.3 µM; actives 1.1% (n = 290,000); in the data active = inhibition above about 60%
DNA FID counter – compounds displacing fluorescent DNA intercalator, primary screen, artefact control for HCV NS3 helicase inhibitor project, biochemical, FID fluorescence; DNA fluorescent intercalator displacement; inhibition, % at 7.9 µM; AID 1845, 2009; actives 0.17% (n = 290,000); in the data active = inhibition above about 37%;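 also: 0% = vehicle and 100% = reference compound; higher means more ethidium bromide displaced from hairpin DNA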
IDE act – human IDE activators in live cells, primary screen, fluorescence polarization, HEK cells, FAbeta-B substrate; Insulin-degrading enzyme (Homo sapiens), P14735; FAbeta-B cleavage; 0% vehicle, 100% cell-free pure enzyme wells; activation, % at 5.96 µM; actives 0.073% (n = 340,000);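 active = activation above the mean of all tested compounds plus 3 SD, set per screening campaign, cut at about 17% in these data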
pCIP destab – p/CIP-EGFP fusion destabilizers, primary screen, fluorescence, F442A cells | actives 0.01% (n = 290,000) | decrease of EGFP signal, % at 10 µM | 16 h;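 active = EGFP signal decrease of at least 30% at 10 µM or well 3 SD below plate mean, unless failing retest; inactive = the rest, including hits failing retest or dose response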; also: some compounds called inactive have numbers as strong as hits; many of its hits are not listed in these tables
Target sequence (Q05BA5 1-1403): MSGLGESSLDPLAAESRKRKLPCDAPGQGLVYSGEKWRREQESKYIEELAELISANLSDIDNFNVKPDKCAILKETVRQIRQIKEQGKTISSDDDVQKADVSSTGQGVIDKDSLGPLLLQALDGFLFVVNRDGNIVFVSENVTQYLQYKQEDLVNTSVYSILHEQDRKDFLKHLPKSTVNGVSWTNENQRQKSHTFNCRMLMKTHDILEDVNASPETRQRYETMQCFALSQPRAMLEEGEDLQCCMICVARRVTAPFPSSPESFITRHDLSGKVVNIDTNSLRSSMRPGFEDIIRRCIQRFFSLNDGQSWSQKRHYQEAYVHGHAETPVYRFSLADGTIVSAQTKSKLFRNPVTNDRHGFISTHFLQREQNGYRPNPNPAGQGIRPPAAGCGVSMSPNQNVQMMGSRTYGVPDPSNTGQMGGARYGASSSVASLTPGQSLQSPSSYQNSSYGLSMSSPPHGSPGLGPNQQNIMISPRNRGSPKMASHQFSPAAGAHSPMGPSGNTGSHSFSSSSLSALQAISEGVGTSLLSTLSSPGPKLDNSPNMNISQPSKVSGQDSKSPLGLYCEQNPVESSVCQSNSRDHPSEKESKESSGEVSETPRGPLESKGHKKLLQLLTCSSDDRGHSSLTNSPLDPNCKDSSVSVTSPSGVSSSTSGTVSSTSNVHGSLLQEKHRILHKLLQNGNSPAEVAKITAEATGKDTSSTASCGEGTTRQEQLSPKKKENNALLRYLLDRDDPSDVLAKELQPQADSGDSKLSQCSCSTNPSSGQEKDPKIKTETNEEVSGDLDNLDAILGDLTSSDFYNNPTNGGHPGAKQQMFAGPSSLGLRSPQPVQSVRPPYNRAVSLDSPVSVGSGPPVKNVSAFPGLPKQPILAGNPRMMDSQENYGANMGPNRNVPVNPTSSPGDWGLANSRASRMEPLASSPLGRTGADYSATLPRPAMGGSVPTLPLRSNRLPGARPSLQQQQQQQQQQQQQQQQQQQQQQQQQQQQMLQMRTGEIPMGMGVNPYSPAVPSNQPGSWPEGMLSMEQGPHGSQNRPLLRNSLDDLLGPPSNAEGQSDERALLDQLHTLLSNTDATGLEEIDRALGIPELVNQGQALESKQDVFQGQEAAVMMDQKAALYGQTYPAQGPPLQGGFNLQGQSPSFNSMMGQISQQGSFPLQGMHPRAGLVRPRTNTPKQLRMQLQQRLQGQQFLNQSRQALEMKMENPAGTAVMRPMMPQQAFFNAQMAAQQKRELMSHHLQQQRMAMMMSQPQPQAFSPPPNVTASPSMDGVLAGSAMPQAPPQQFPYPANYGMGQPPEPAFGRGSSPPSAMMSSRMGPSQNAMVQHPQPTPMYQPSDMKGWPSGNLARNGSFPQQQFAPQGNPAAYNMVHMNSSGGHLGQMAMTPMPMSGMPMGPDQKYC
MEKK3 PB1 HTS – modulators of MEKK3-MEK5 PB1 binding, primary screen, biochemical, wildtype MEKK3, multiplex bead flow cytometry, Alexa488-MEK5; Mitogen-activated protein kinase kinase kinase 3 (Homo sapiens), Q99759; bead-based flow cytometry, Alexa488-MEK5 binding to MEKK3; actives lie on both sides; 0 = blocked by unlabeled MEK5, 100 = vehicle; actives 1.4% (n = 290,000); binding response (% of control), % at 10 µM;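 active = binding response more than 3 SD above or below the average of its plate-row segment, actives on both sides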;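 also: Alexa488 bead fluorescence after subtracting the streptavidin-only scavenger bead signal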
NS3 helicase inh – inhibitors of HCV NS3 helicase, primary screen, biochemical, Cy5 molecular beacon fluorescence; Hepatitis C virus NS3 helicase; NS3 helicase DNA unwinding; inhibition, % at 10.9 µM; actives 0.56% (n = 290,000); AID 1800, 2009;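 active = inhibition above the mean of all tested compounds plus 3 SD, set per campaign, cut at about 35% in these data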;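 also: 0% = DMSO wells and 100% = thioflavine S control wells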
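System: HCV NS3 helicase fragment; control set: DMSO and thioflavine S; technique: Cy5 fluorescence at 0 and 60 min, beacon hairpin quenching; reagent: beacon DNA duplex substrate plus ATP; replicates: singlicate; schedule: 1 h reaction at 25 °C, ATP-initiated; medium: MOPS buffer pH 6.5 with MgCl2, DTT, Tween20, BSA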
IMP-1 inh – IMP-1 metallo-beta-lactamase inhibitors, primary screen, biochemical, epi-absorbance readout, Pseudomonas aeruginosa enzyme; inhibition, % at 5.6 µM; purified IMP-1, nitrocefin hydrolysis, epi-absorbance fluorescence; actives 0.45% (n = 290,000);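 active = inhibition above the mean plus 3 SD of all compounds in the same screening run, cut at about 4.5% in these data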;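 also: 0% = IMP-1 with DMSO and 100% = DMSO wells lacking enzyme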
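system = purified recombinant IMP-1 beta-lactamase | amount = 0.2 nM IMP-1, as dispensed | medium = HEPES buffer pH 7.1 with ZnSO4 and Brij 35 | times = 25 °C, 15 min preincubation, 25 min reaction | detection = plate fluorescence quenching by hydrolysis product, ex 480/em 530 nm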
UBC9 SUMO inh – inhibitors of in vitro SUMOylation cascade, primary screen, biochemical, HTRF, uHTS; SUMO-conjugating enzyme UBC9 (Homo sapiens), P63279; HTRF SUMOylation assay, SAE1/SAE2 + UBC9; inhibition, % at 35 µM; actives 0.36% (n = 290,000); in the data active = inhibition above about 50%, passing the limit was not always enough; also: strong numbers were not always called active
VIM-2 inh – VIM-2 metallo-beta-lactamase inhibitors, primary screen, biochemical, epi-absorbance readout, Pseudomonas aeruginosa enzyme; actives 0.89% (n = 290,000); inhibition, % at 5.6 µM; purified VIM-2, nitrocefin hydrolysis, epi-absorbance fluorescence;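 active = inhibition above the mean of all tested compounds plus 3 SD, cutoff set per screening run, cut at about 7.5% in these data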;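 also: red hydrolysis product quenches plate fluorescence so inhibitors raise well fluorescence; 0% = enzyme with DMSO and 100% = DMSO without enzyme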
Numbers without * were called inactive; . = no result given.

SMILES	PHOSPHO1 inh	DNA FID counter	IDE act	pCIP destab	MEKK3 PB1 HTS	NS3 helicase inh	IMP-1 inh	UBC9 SUMO inh	VIM-2 inh
CCn1c(=O)n(CC(=O)N(C)Cc2ccccc2)c(=O)c2ccccc21	20	-20	-5	-11	97	-6	-4.4	1	-3.3
Fc1ccccc1/C=C/c1ccc2ccccc2n1	-65	0	-7	-6	130*	0	-3.3	2	-5.2
O=C1C2C3C=CC(C3=C(c3ccccc3)c3ccccc3)C2C(=O)N1Cc1ccccc1 (stereo not given)	0	-15	-1	-23	102	-5	-2.9	4	-4.1
CN(C)C(=O)Oc1ccc[n+](C)c1	1	-2	-1	-3	108	3	-0.9	6	-1.8
Cc1cc(C)n(C2CC(=O)N(c3cc(Cl)cc(Cl)c3)C2=O)n1 (stereo not given)	44	-13	6	-21	98	4	-2.9	-11	-1.5
COc1ccc(Cl)cc1N(CC(=O)NCCSc1ccccn1)S(=O)(=O)c1ccccc1	-14	-36	1	-9	101	-9	-1.9	20	-0.8
CCOC(=O)C1(Cc2cccc(OC)c2)CCN(Cc2cnc(C)s2)CC1	-2	-6	8	7	86	-9	-1.1	7	-2.2
Cc1ccc(NC(=S)N(CCN(C)C)C(C)c2cccnc2)cc1 (stereo not given)	-3	-2	1	-3	101	-4	-0.5	23	-0.5
Clc1c(Cl)c(Cl)c2n[nH]nc2c1Cl	3	-9	5	2	97	10	-1.1	34	0.1
CC(CO)(CO)NCc1ccc(-c2ccccc2)cc1	-16	5	2	-1	101	5	-1.8	-9	-1.4
CS(=O)(=O)N(CCc1ccccc1)CC(=O)Nc1ccccc1	21	-9	1	6	95	-3	-0.9	-16	-3.8
Cc1cccc(C(=O)Oc2ccccc2C(=O)N2CCOCC2)c1	20	-11	7	-10	99	5	-4.0	14	0.2
Cc1cccc2sc(NC(=O)CN3C(=O)NC4(CCCC4)C3=O)nc12	36	-21	-2	2	97	-4	-0.5	-2	0.7
O=Cc1cc(-c2ccccc2)[nH]c1-c1ccccc1	19	-3	3	-4	104	-3	-1.3	20	0.9
CCOc1ccc(C(C)=O)cc1CN1C(=O)c2ccccc2S1(=O)=O	28	-31	-1	-6	102	0	-3.0	12	-1.2
CC1(C)CC(=O)C(C=NCCCN2CCCC2=O)=C(O)C1	-1	2	-1	-12	113	-3	-0.8	19	-1.0
O=C(CNC(=S)N(CCCN1CCOCC1)Cc1cccs1)N1CCOCC1	-12	3	7	4	106	5	-3.4	-11	-5.4
COc1ccc(NC(=O)CCC2COc3ccccc3O2)c(OC)c1 (stereo not given)	7	-18	-1	0	96	-3	-2.8	-18	-0.7
COc1cccc(NC(=O)CSc2nc3ccccc3c(=O)n2CCCC(=O)NCCCN2CCOCC2)c1	-15	10	6	-2	102	-2	-1.4	18	-1.4
CCOC(=O)N1CCN(Cc2nc(N)nc(Nc3ccc(OC)cc3)n2)CC1	28	-22	2	-5	99	13	-4.1	6	-1.0
CCc1ccc(-c2nc(CS(=O)CC(=O)NC3CCCCCC3)c(C)o2)cc1 (stereo not given)	12	-29	1	-13	99	3	-0.1	-5	1.0
Cc1ncc([N+](=O)[O-])n1Cc1ccccc1	1	0	2	-6	90	1	1.3	-2	-1.5
CCOC(=O)C(Sc1nnc2c3ccccc3n(CC)c2n1)C(=O)OCC	11	-16	8	-1	101	-8	-3.5	7	0.1
COc1cccc(CNC(=O)CNC(=O)c2cccs2)c1	40	-3	-1	-6	102	3	-2.5	14	-0.7
COc1ccccc1-c1cc(C(=O)NCc2ccco2)no1	14	-11	8	-7	90	3	-0.8	-9	0.2
SMILES	PHOSPHO1 inh	DNA FID counter	IDE act	pCIP destab	MEKK3 PB1 HTS	NS3 helicase inh	IMP-1 inh	UBC9 SUMO inh	VIM-2 inh
COC(=O)Cc1cc(=O)n2[nH]c(C)nc2n1	-10	3	4	-10	95	-6	-2.7	21	-2.2
CCCc1nnc(NC(=O)CCC(=O)O)s1	33	3	8	-30	107	-5	-4.2	18	0.3
O=Cc1cccc(OC(=O)c2ccc(Cl)cc2Cl)c1	0	6	.	-3	109	0	-1.8	3	-1.9
Cc1cc(-c2ccccc2)n2nc(C)c(-c3ccccc3)c2n1	24	4	5	-14	103	12	-1.8	5	-1.2
O=C(NCCCCc1ccccc1)C12CN(Cc3ccccc3)CC1C(c1ccc([N+](=O)[O-])cc1)=NO2 (stereo not given)	-15	-5	-4	9	83	-15	-0.9	-1	1.6
O=C(Cc1cc(=O)oc2cc(O)ccc12)NC(Cc1ccc(Cl)cc1)C(=O)O (stereo not given)	44	-2	6	-1	98	-5	0.3	47	-1.6
COC(=O)C1=C(C)NC2=C(C(=O)CCC2)C1c1ccc(-c2ccsc2C(=O)OC)o1 (stereo not given)	12	-16	4	-6	97	-4	-2.9	-10	-2.2
CCOC(=O)c1c(NC(=O)CSc2nccc(=O)[nH]2)sc(C)c1C	22	-44	4	-9	95	-1	-1.4	2	2.7
O=C(CNc1ccc2c(c1)OCO2)N/N=C\c1cn(Cc2ccccc2)c2ccccc12	-2	-9	-2	6	92	5	-1.8	-25	-5.5
CC(C)NC(=O)COc1ccc(OCc2ccccc2)cc1	-10	-25	-4	-39	102	3	-2.7	-2	-3.0
Cc1ccc(S(=O)(=O)c2nc(NCCCn3ccnc3)sc2Cl)cc1	-47	8	0	-10	98	-14	-0.8	-16	1.3
COc1cc(/C=N/NC(=O)CSc2n[nH]c(=O)[nH]c2=O)cc(OC)c1O	-5	-4	0	3	104	6	-4.5	-10	-2.9
O=C(Nc1nnc(S(=O)(=O)N2CCCC2)s1)c1ccccc1Cl	-57	-14	7	-8	98	-1	-1.1	20	-1.2
CC(C)COCC1CC2(CC(C)(c3csc(N)n3)OC2=O)C(=O)O1 (stereo not given)	26	0	3	1	107	-3	-3.5	21	-4.0
CS(=O)(=O)N(Cc1ccc(C(=O)NCc2ccco2)cc1)c1ccccc1	18	-8	4	-3	104	1	-5.4	-2	-3.4
NCCCC[C@H]1CNC(=O)C(=O)N1CCc1cccc2ccccc12	25	.	5	-4	95	.	.	-11	.
O=C(NCc1csc(-c2cccs2)n1)c1cccc(Cl)c1	20	-15	-1	-1	93	-23	-0.7	10	-1.6
CCOC(=O)C1CCN(S(=O)(=O)c2cccc(-c3cn4cccnc4n3)c2)CC1	16	-17	2	-31	104	0	-1.3	32	0.3
CSC1=C(C#N)C(c2ccc(C)s2)CC(=O)N1 (stereo not given)	10	2	1	-4	103	-4	0.2	20	-0.3
CCc1nnc(NC(=O)c2ccc3ncsc3c2)s1	33	-4	4	-2	102	-17	-0.8	12	-3.7
COc1ccc(-c2ccc(-c3nc4c(c(=O)[nH]c(=O)n4Cc4ccccc4)n3C)o2)c([N+](=O)[O-])c1	1	-4	1	1	98	18	-2.8	8	-0.2
COc1ccc(-n2c(C)cc(/C=C3/SC(=S)N(C)C3=O)c2C)cc1	-2	2	-3	-11	93	2	-1.5	21	-1.0
C#CCOC(=O)CCC(=O)Nc1cc(OC)nc(OC)n1	18	-2	.	-2	103	0	-3.8	11	-1.9
Cc1[nH]c(=O)c(C(=O)c2cc(Cl)ccc2O)cc1C(=O)O	13	-3	.	-34	103	-4	-1.6	17	-0.9
O=C(c1ccco1)N1CCN(C2=NS(=O)(=O)c3ccccc32)CC1	20	2	4	-1	104	5	-1.5	16	-0.9

4 compounds already listed, ordered by molecular weight, descending.
SMILES	PHOSPHO1 inh	DNA FID counter	IDE act	pCIP destab	MEKK3 PB1 HTS	NS3 helicase inh	IMP-1 inh	UBC9 SUMO inh	VIM-2 inh
COC(=O)C1=C(C)NC2=C(C(=O)CCC2)C1c1ccc(-c2ccsc2C(=O)OC)o1 (stereo not given)	12	-16	4	-6	97	-4	-2.9	-10	-2.2
COc1ccc(NC(=O)CCC2COc3ccccc3O2)c(OC)c1 (stereo not given)	7	-18	-1	0	96	-3	-2.8	-18	-0.7
Cc1[nH]c(=O)c(C(=O)c2cc(Cl)ccc2O)cc1C(=O)O	13	-3	.	-34	103	-4	-1.6	17	-0.9
COC(=O)Cc1cc(=O)n2[nH]c(C)nc2n1	-10	3	4	-10	95	-6	-2.7	21	-2.2

More records
SMILES	PHOSPHO1 inh	DNA FID counter	IDE act	pCIP destab	MEKK3 PB1 HTS	NS3 helicase inh	IMP-1 inh	UBC9 SUMO inh	VIM-2 inh
O=C(/C=C/Sc1ccccc1)c1ccc(Cl)cc1	2	-1	0	-2	102	-6	-4.4	-2	-2.1
CSc1ccc(CN(C)C(=O)COc2ccc(C(=O)c3ccccc3)cc2)cc1	46	-39	0	8	98	-12	-3.1	-16	0.4
CCCn1c(=O)c2ccccc2n2c(SCc3cc(=O)oc4ccc5ccccc5c34)nnc12	-17	-22	0	0	103	13	-1.5	17	7.4
CC(=O)c1c(C)n([O-])c2cc(C)ccc2[n+]1=O	2	0	3	-4	104	1	0.4	14	-3.9
CCOCCn1c(CN2CCC(C)CC2)nc2c1c(=O)n(C)c(=O)n2C	-6	-8	.	-11	113	1	-3.3	11	-4.5
CC(C)c1nc2oc3c(NCCO)ncnc3c2c2c1COC(C)(C)C2	20	-32	-1	-9	98	-14	-2.7	26	-0.7
COc1ccc(CN2C(=O)N(c3ccc(OC)cc3)C(=O)C2CC(=O)Nc2ccccc2)cc1 (stereo not given)	33	-5	2	-2	103	-10	-3.0	11	-3.5
CSc1ncc(Cl)c(C(=O)Nc2cccc3ccccc23)n1	-7	1	-2	-13	128*	-8	-3.3	15	-3.0
COc1ccc(C2(C)CC(C)(C)Nc3ccccc32)cc1 (stereo not given)	8	-9	-4	-7	104	-1	-6.3	2	-1.5
O=C(NS(=O)(=O)Oc1ccc(Cl)cc1)OC[C@@H]1CCCN2CCCC[C@H]12	-20	0	0	-4	149*	-1	-3.0	22	-2.9
COCCCNC(=O)c1ccc(C(=O)NCCCOC)cc1	-10	1	1	-12	102	6	-3.2	6	-0.3
CCOc1ccc(-n2c(SCC(=O)NC(C)CC)nc3n[nH]c(C)c3c2=N)cc1 (stereo not given)	18	-25	5	-61	95	3	-3.9	22	-2.9
CCNC(=S)N(CCc1c(C)[nH]c2ccccc12)Cc1cccnc1	27	-11	4	-10	103	-8	-3.4	30	-1.8
CC(=O)Cc1nsc(NC(=O)c2ccc(-c3cc(Cl)ccc3Cl)o2)n1	20	-14	7	-8	105	-12	-3.3	21	-4.1
Cc1ccc(S(=O)(=O)N(CC(=O)Nc2cccnc2)c2ccc(Br)cc2)cc1	28	-33	0	-13	104	-13	-0.8	8	-0.6

From PubChem BioAssay

These rows are one share of the data; rates above refer to the full screens.
